Bioassay records deposited in PubChem by several laboratories.
KKLEB cytotox: counter-screen for CF NF-kB inhibitors: cytotoxicity. activity change (cytotoxicity), % at 5 µM. KKLEB CF airway cells viability, ATPlite luminescence, overnight; hits give low values; cells stimulated with P. aeruginosa culture filtrate. actives 0.36% (n = 360,000);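 active = corrected activity change at or below -50% at 5 µM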
TRAIL sens C8: sensitizes caspase-8 expressing cells to TRAIL; inhibition (viability loss, TRAIL sensitization), % at 10 µM; AID 624354; actives 1% (n = 360,000); NB7+C8 cells + TRAIL, ATPlite viability luminescence;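 active = compounds causing at least 50% loss of cell viability in the single-dose screen, relative to plate controls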
TWEAK-Fn14 inh: inhibitors of TWEAK-Fn14 interaction signaling | TWEAK-stimulated Fn14 reporter cells, luciferase luminescence, 8 h | actives 2% (n = 360,000) | AID 1159606 | inhibition, % at 10 µM; in the data active = inhibition above about 50%
Shn3 3UTR inh: Schnurri-3 reporter inhibition in Clone20 osteoblasts; actives 0.52% (n = 360,000); inhibition, % at 12.5 µM; Clone20 osteoblast Shn3 3'UTR firefly luciferase, 24 h; AID 588674;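 active = mean inhibition of at least 75% with every replicate also reaching 75%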;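 note: 0% = median of neutral control wells and 100% = pilot-screen positive control compound; some compounds past the cut are filed as inactive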
NR2E3 ag-1: NR2E3 (human) agonism; inhibition of corepressor binding, % at 4.78 µM; actives 0.12% (n = 320,000); Q9Y5X4; GST-NR2E3/biotin-RetCOR TR-FRET, 1536-well; AID 2300;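 active = percent inhibition above the cutoff of mean plus 3 SD of all tested compounds, set per screening campaign, cut at about 20% in these data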;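 note: 0% = DMSO wells and 100% = biotin wells as full block of FRET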
Target sequence (Q9Y5X4 whole entry, looked up): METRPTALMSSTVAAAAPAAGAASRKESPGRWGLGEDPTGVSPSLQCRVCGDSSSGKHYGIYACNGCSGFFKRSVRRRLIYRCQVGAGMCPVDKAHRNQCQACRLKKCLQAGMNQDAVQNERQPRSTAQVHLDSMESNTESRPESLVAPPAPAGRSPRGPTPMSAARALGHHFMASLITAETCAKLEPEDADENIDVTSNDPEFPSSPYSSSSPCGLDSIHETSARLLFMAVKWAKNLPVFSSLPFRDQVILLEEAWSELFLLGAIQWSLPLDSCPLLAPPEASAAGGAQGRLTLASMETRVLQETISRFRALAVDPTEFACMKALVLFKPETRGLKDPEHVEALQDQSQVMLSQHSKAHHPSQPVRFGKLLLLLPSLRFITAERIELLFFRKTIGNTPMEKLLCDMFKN
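System: GST-tagged NR2E3 plus biotinylated RetCOR corepressor; Buffer or medium: pH 7.5 Tris-based buffer; Probe or stimulus: RetCOR corepressor, biotinylated, 7 nM; Doses: compound at 4.8 µM, single dose; Schedule: 5 h incubation at 4 °C; Technique: time-resolved FRET; Evaluation: percent inhibition of TR-FRET ratio; Replication: one well per compound, singlicate testing.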
HIF-2a block: inhibitors of HIF-2a; 786-0 RCC cells HIF-2a reporter, luciferase luminescence, overnight; inhibition, % at 18.8 µM; actives 0.72% (n = 360,000);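 active = inhibition of the luminescence signal of 40% or more relative to plate controls, in a single-dose primary screen at 18.75 µM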
TRPM1 prom inh: reduces MITF-dependent TRPM1 promoter luciferase signal; AID 488899; actives 0.83% (n = 330,000); SK-MEL-5 TRPM1 promoter luciferase, 24 h; inhibition, % at 12.5 µM;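 active = mean inhibition across replicates of 60% or more, whatever share of single replicates reaches that level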; note: values of inactives mirror those of a sister screen read the other way
Peg3 prom inh: Peg3 promoter activity inhibition | HeLa PEG-Prom luciferase reporter, luminescence, overnight | inhibition, % at 20 µM | actives 1.7% (n = 360,000) | AID 588405;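 active = inhibition of at least 50% at 20 µM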
NR2E3 ag-2: agonists of human NR2E3 nuclear receptor; CHO-S Gal4-NCOR/VP16-NR2E3 two-hybrid, luciferase; inhibition of corepressor binding, % at 3.98 µM; actives 0.35% (n = 360,000); AID 602229;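 active = inhibition above the mean of all tested compounds plus 3 SD, cut at about 70% in these data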;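 note: 0% = DMSO with NR2E3 transfected cells and 100% = cells lacking NR2E3 construct; higher means lower luciferase signal from less NR2E3 corepressor binding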
TROY NFkB inh: TROY signaling inhibition; Q293 LMP1-TROYcd NF-kB luciferase reporter, 4 h; inhibition, % at 10 µM; actives 0.98% (n = 360,000); AID 1347056;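 active = compounds whose plate-normalised and pattern-corrected inhibition of the luciferase reporter signal at the single screening dose is 50% or more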
CF NFkB block: inhibitors of cystic fibrosis induced NF-kB | KKLEB NF-kB-GFP reporter, PAF-induced, GFP fluorescence overnight | inhibition, % at 5 µM | actives 0.86% (n = 360,000) | AID 588850;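 active = at least 50% inhibition at 5 µM, scaled per plate between neutral and stimulator controls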;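 note: PAF is a Pseudomonas aeruginosa culture filtrate used as stimulus; plate controls were PAF-stimulated DMSO wells for no effect and unstimulated DMSO wells for full effect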
Active calls of the source: *; nt = no result given. Not all compounds are listed, so the mix of outcomes need not match the whole.

Structure	KKLEB cytotox	TRAIL sens C8	TWEAK-Fn14 inh	Shn3 3UTR inh	NR2E3 ag-1	HIF-2a block	TRPM1 prom inh	Peg3 prom inh	NR2E3 ag-2	TROY NFkB inh	CF NFkB block
O=C1c2cccc3cccc(c23)C(=O)N1c1ccccc1Cl	4.3	-10.4	-16.3	-6.6	1.2	12.4	-9.5	17.0	-17.4	6.1	-12.5
CN(CC(=O)NC1CCN(Cc2ccccc2)CC1)S(=O)(=O)c1ccc2c(c1)c(=O)n(C)c(=O)n2C	-8.9	1.2	-15.1	-15.4	-1.9	12.7	-14.3	6.7	-5.7	-3.7	-13.2
O=C(Nc1ccccc1Cl)c1ccc2ccccc2c1	8.0	-17.2	-2.1	-3.1	-1.7	-67.7	-9.6	-21.0	-4.8	-37.0	7.6
c1cc(-c2ccncc2)ccn1	2.4	-1.5	10.3	7.6	4.7	12.3	-9.5	2.0	-3.9	-3.0	10.8
CCOC(=O)/C=C1\CC(=O)Nc2cc(C)c(C)cc2N1	-17.4	-5.9	9.7	6.4	-4.6	9.9	3.3	-0.9	12.0	-0.9	9.1
Cc1cc(C)c2c(=O)n3c(nc2c1)C(Cc1ccccc1)NC(=O)c1cccnc1-3 (configuration not stated)	-2.5	-4.8	4.2	-0.1	nt	5.1	nt	3.8	8.1	8.4	-6.1
CSc1ncnc2c1ncn2CCCNCc1ccccn1	11.5	-9.7	1.8	7.8	nt	3.7	nt	7.2	-1.4	-1.0	12.1
C=C(C)C1CC=C(C)/C(=N/NC(=O)COc2ccccc2Cl)C1 (configuration not stated)	14.8	0.0	-11.1	16.4	-2.7	0.2	2.1	-4.4	-7.2	-6.6	-20.5
CCOc1ccc(-c2c(C(=O)N/N=C/c3ccc(C)o3)nnn2-c2nonc2N)cc1	7.4	0.2	-5.0	7.3	-1.8	-16.2	-12.2	-19.4	-1.6	2.3	3.9
Cc1ccc(N=Nc2c(O)[nH]c3ccc(F)cc23)cc1	7.6	-4.1	-16.1	-64.0	4.8	-245.9	-74.1	-286.6	-137.8	-29.2	-26.8
CN1CCN(c2nc(-c3ccccc3)nc(-c3ccc(F)cc3)c2C#N)CC1	-13.2	6.7	1.6	34.5	1.5	-10.1	-8.9	27.0	1.7	-11.8	-11.5
O=C1N(Cc2cccnc2)C[C@@H]2C[C@@H](c3cccc(Oc4ccccc4)c3)N3CCC[C@@]123	0.7	3.0	1.0	-2.3	1.7	13.7	10.4	15.7	-18.1	23.1	10.5

One compound at a time (already shown).
O=C1N(Cc2cccnc2)C[C@@H]2C[C@@H](c3cccc(Oc4ccccc4)c3)N3CCC[C@@]123 reads KKLEB cytotox = 0.7; TRAIL sens C8 = 3.0; TWEAK-Fn14 inh = 1.0; Shn3 3UTR inh = -2.3; NR2E3 ag-1 = 1.7; HIF-2a block = 13.7; TRPM1 prom inh = 10.4; Peg3 prom inh = 15.7; NR2E3 ag-2 = -18.1; TROY NFkB inh = 23.1; CF NFkB block = 10.5
O=C(Nc1ccccc1Cl)c1ccc2ccccc2c1 reads KKLEB cytotox = 8.0; TRAIL sens C8 = -17.2; TWEAK-Fn14 inh = -2.1; Shn3 3UTR inh = -3.1; NR2E3 ag-1 = -1.7; HIF-2a block = -67.7; TRPM1 prom inh = -9.6; Peg3 prom inh = -21.0; NR2E3 ag-2 = -4.8; TROY NFkB inh = -37.0; CF NFkB block = 7.6
C=C(C)C1CC=C(C)/C(=N/NC(=O)COc2ccccc2Cl)C1 (configuration not stated) reads KKLEB cytotox = 14.8; TRAIL sens C8 = 0.0; TWEAK-Fn14 inh = -11.1; Shn3 3UTR inh = 16.4; NR2E3 ag-1 = -2.7; HIF-2a block = 0.2; TRPM1 prom inh = 2.1; Peg3 prom inh = -4.4; NR2E3 ag-2 = -7.2; TROY NFkB inh = -6.6; CF NFkB block = -20.5

More compounds follow:
Structure	KKLEB cytotox	TRAIL sens C8	TWEAK-Fn14 inh	Shn3 3UTR inh	NR2E3 ag-1	HIF-2a block	TRPM1 prom inh	Peg3 prom inh	NR2E3 ag-2	TROY NFkB inh	CF NFkB block
CN(C)CCCn1c(N)c(C#N)c2nc3ccccc3nc21	-5.2	-21.1	55.2*	0.6	-5.7	8.4	6.3	10.0	11.9	18.1	-22.0
COc1ccc(-c2n[nH]c(C)c2-c2ccc(Cl)cc2)c(O)c1	-5.3	-2.7	1.9	8.4	4.6	27.3	7.2	62.1*	-4.6	10.3	-14.4
Cn1c2ccccc2c2cc(/C=N/NC(=O)c3cc(O)cc(O)c3)ccc21	4.5	3.6	-31.5	11.1	5.1	-26.1	5.1	-46.5	-58.4	-13.6	-112.9
CC(Oc1ccccc1)c1ccnc2nc(N3CCOCC3)nn12 (configuration not stated)	-4.3	0.3	6.5	-0.9	2.4	0.6	-4.3	11.2	22.1	-8.8	11.9
COc1cc(NC(=O)CSc2nnc3c(n2)[nH]c2ccc(S(=O)(=O)NC(C)C)cc23)cc(OC)c1OC	5.9	-1.5	-4.2	2.7	-3.2	11.2	nt	5.7	0.1	4.5	-17.3
CCCCCCCCCc1nc2sc3c(c2c(=O)n1NC(=O)c1ccc([N+](=O)[O-])cc1)CC(C)(C)OC3	-41.7	11.8	55.7*	6.2	-0.4	-12.2	8.6	8.6	5.3	42.5	55.3*
CCCNC(=O)c1cccc(Br)c1	-2.6	-2.9	-6.0	-0.5	3.9	10.0	16.9	15.4	10.7	0.5	10.1
CCOC(=O)N(C)c1c(CC)nc2c(OCc3ccccc3C(=O)OC)cccn12	-0.5	-9.4	-8.1	3.9	nt	11.6	nt	13.4	0.3	-9.1	0.4
O=c1nc2ccccc2c2n1CC(CN1CCN(c3ccc(F)cc3)CC1)N2 (configuration not stated)	-3.9	-1.4	-1.2	-5.5	0.1	-2.3	-1.4	2.9	-5.0	2.3	2.1
Cc1cc(C)cc(OCC(O)CN2CC(C)OC(C)C2)c1 (configuration not stated)	-12.2	5.2	-2.3	-4.1	5.3	21.0	12.8	12.3	4.7	10.5	17.3
COC(=O)Nc1nnc(COc2ccccc2)s1	-4.5	8.6	-6.6	nt	2.3	-5.7	nt	9.0	-34.5	-13.2	19.9
C=CCn1c(SCC(=O)Nc2cc(Cl)ccc2C(=O)O)nc2sc(C)c(C)c2c1=O	-25.0	5.7	-28.3	3.7	1.7	7.4	0.5	22.7	6.8	-1.3	8.9
CC(C)(C)c1ccc(C2(C)NC(=O)N(CC(=O)c3ccc[nH]3)C2=O)cc1 (configuration not stated)	-5.5	-6.4	-1.3	13.0	0.8	5.0	-11.3	16.3	23.6	9.8	4.1
O=C(Oc1cc(Cl)cc(Cl)c1)c1cnc2n(c1=O)CCS2	-4.4	-10.2	6.5	0.8	-2.0	16.2	13.2	9.2	-13.0	16.4	6.9
COC(=O)Cn1c(N)[n+](Cc2ccccc2)c2ccccc21	-6.0	-2.6	-3.2	-3.7	1.7	7.7	-2.0	-16.2	-11.7	-9.1	12.7
Cc1noc(C)c1COc1cccc(C(=O)OC(C)C(=O)Nc2ccc3c(c2)OCO3)c1 (configuration not stated)	-19.9	18.6	11.1	16.3	-2.4	9.3	28.9	23.0	-8.3	19.6	11.3
CCCN1C(=O)c2ccc(C(=O)NC3CCCCC3)cc2C1=O	-1.6	0.3	-3.2	-29.8	4.6	-21.5	-3.1	-12.3	-10.2	-36.0	-0.5
CNC(=O)CCc1nc(-c2ccc(C(C)(C)C)cc2)no1	-9.7	30.6	-1.3	-52.1	1.1	-146.2	-11.0	-160.5	68.1	-19.0	3.4
O=C(CN1CCN(C(=O)C2CCCO2)CC1)Nc1c(Cl)cccc1Cl (configuration not stated)	11.5	5.4	-14.2	1.7	2.1	9.5	4.1	3.8	-2.1	10.2	-5.7
CC(=O)C(Sc1ccc2nnc(-c3ccc(F)cc3)n2n1)C(C)=O	-5.7	7.1	-0.5	-5.8	1.4	19.8	-13.3	20.4	-26.5	-6.3	12.0
Cc1cc(Cl)ccc1NC(=S)N1CCOCC1	10.7	-7.6	0.2	46.9	-0.3	16.3	3.9	15.0	-11.1	18.6	-0.9
CCN(c1ccccc1)S(=O)(=O)c1ccc(OC)c(NC(=O)C2CC(=O)N(Cc3ccccc3)C2)c1 (configuration not stated)	-0.2	8.1	-8.8	-1.3	1.3	9.4	-16.6	17.6	22.6	-6.5	8.9
CCN(CC)CCCN(Cc1cc2cc3c(cc2[nH]c1=O)OCO3)C(=S)NCc1ccco1	6.1	-11.8	-2.9	47.6	1.9	11.8	-7.9	15.2	-31.8	11.1	-10.4
CC1CCCCC1NC(=O)c1ccc(-n2cncn2)c([N+](=O)[O-])c1 (configuration not stated)	6.7	4.7	0.3	-16.0	1.6	16.6	-4.7	-2.6	-3.3	-0.9	-0.9
COCC(C)n1c(COc2ccccc2F)nnc1SCC(=O)Nc1oc(C)c2c(C)n[nH]c(=O)c12 (configuration not stated)	-4.2	-16.1	6.1	-13.1	0.9	-1.5	5.9	8.2	22.3	13.2	12.2
Nc1nc(-c2ccccc2)ns1	-7.7	-0.5	9.4	-14.3	nt	-72.1	10.0	-65.7	-17.5	-9.4	-18.9
Cc1cc(-c2ccccc2)nc(SCc2ccc(C(=O)O)o2)n1	-0.7	-8.4	6.1	-7.4	-3.4	2.7	-0.6	2.0	20.8	-11.9	-5.8
Cc1cc(C=NCCCO)c(C)n1-c1cc(Cl)ccc1Cl	4.0	-5.6	2.7	-7.3	nt	12.4	4.1	2.7	-36.4	4.3	-3.0
CC(CCc1ccccc1)NC(=O)COC(=O)c1ccc(NC(N)=O)cc1 (configuration not stated)	1.5	17.8	2.6	0.1	-2.4	13.3	-6.0	7.7	-5.2	4.3	6.8
COc1ccc(OC)c(NC(=O)C2CCCNC2=O)c1 (configuration not stated)	0.0	-7.7	2.1	-6.2	0.0	0.8	-3.8	8.2	13.2	0.7	-15.2
O=C(NNC(=S)NCc1ccccc1)c1cccc([N+](=O)[O-])c1	-6.4	-2.6	14.9	-11.1	-1.6	4.9	4.5	-2.4	22.6	2.1	0.9
O=C(COC(=O)c1ccc([N+](=O)[O-])s1)NCc1ccc(F)cc1	3.4	9.0	11.5	-25.7	-3.5	0.2	5.7	12.6	-18.1	-0.9	-1.8
Clc1ccc(-c2nn3cnnc3s2)c(Cl)c1	1.9	-3.8	-27.2	-22.4	-2.5	-32.2	15.1	-8.2	-15.0	-12.4	-6.2
O=C(Nc1nc2ccccc2s1)C1CC(=O)N(c2ccc(Br)cc2)C1 (configuration not stated)	-11.4	-41.7	9.8	-1.6	-5.2	26.1	3.2	8.4	5.2	16.5	13.4
O=C(Cc1n[nH]c(=O)c2ccccc12)OCc1c(Cl)cccc1Cl	-20.8	33.1	-45.5	-17.6	0.8	-24.3	-4.2	1.3	2.4	-11.1	-4.5
